# Compound activity deposited in PubChem by several laboratories.
# AHR activator: AHR activators, primary screen, cell-based, luminescence, luciferase reporter, human; AHR-responsive luciferase reporter cells; Aryl hydrocarbon receptor (Homo sapiens), P35869; AID 2796, 2010; activation, % at 5 µM; actives 2.5% (n = 320,000); in the data active means activation above about 47%;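 further: 0% = vehicle wells and 100% = reference agonist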
# Target sequence (P35869 whole entry, looked up): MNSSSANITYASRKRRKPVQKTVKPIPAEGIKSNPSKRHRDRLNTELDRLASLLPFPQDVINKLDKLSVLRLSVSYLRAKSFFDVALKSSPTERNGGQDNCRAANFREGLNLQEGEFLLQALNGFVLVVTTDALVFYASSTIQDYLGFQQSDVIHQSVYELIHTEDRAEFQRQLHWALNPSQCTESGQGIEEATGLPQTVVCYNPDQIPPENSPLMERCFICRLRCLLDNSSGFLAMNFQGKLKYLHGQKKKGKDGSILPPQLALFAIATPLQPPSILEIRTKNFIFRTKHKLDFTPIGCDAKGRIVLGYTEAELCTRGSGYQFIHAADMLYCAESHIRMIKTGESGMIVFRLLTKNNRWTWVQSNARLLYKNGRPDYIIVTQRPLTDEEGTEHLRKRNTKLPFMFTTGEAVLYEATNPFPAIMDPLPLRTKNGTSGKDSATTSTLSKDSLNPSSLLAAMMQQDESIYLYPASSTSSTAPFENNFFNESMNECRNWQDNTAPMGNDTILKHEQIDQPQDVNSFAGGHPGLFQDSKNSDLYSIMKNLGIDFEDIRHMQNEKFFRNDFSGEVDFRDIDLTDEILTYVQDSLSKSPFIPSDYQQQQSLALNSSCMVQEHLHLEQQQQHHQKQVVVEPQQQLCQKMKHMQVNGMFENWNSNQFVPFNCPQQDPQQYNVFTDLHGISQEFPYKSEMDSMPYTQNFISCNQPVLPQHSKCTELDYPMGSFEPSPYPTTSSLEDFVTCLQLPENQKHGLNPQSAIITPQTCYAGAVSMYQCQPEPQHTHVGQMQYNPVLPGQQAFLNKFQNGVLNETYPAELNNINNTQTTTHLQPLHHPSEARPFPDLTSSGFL
# MEP2 TOR yeast: modulators of MEP2-GFP levels in yeast, primary screen, S. cerevisiae, multiplex flow cytometry, MLPCN library. S. cerevisiae MEP2-GFP strain, 3 h; 100% = DMSO control level. GFP response vs DMSO, % at 10 µM. actives 0.51% (n = 330,000);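 active means GFP response versus DMSO above a set limit, roughly screen mean plus 3 SD, cut at about 180% in these data; inconclusive means fewer than 70 cells counted for a yeast strain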;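 further: median GFP fluorescence of the barcode-gated MEP2-GFP cells per well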
# RPL19A-GFP yeast: RPL19A-GFP expression modulators in yeast, primary screen, cell-based, S. cerevisiae, multiplex flow cytometry, MLPCN | S. cerevisiae RPL19A-GFP strain, 3 h; active compounds read low | percent response vs DMSO, % at 10 µM | actives 0.3% (n = 330,000) | AID 2025, 2009;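 active means percent response vs DMSO below 50%; inconclusive means fewer than 70 events counted for the yeast strain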;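 further: median channel GFP fluorescence of the barcoded RPL19A-GFP strain; ratio of sample median GFP to plate DMSO average so 100% = DMSO; lower means less RPL19A-GFP as with rapamycin TOR inhibition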
# AGP1 TOR yeast: modulators of AGP1-GFP expression in yeast TOR pathway, primary screen, cell-based, multiplex flow cytometry, S. cerevisiae, MLPCN library; GFP response vs DMSO, % at 10 µM; actives 0.02% (n = 320,000); AID 2066, 2009; 3 h; GFP as percent of DMSO wells;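 active means GFP response relative to DMSO above a set limit, near screen average plus 3 SD, cut at about 150% in these data; inconclusive means fewer than 70 cells counted for the yeast strain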;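 further: median GFP channel fluorescence of the gated AGP1 strain per well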
# proCasp7 act: procaspase-7 activators, primary screen, counter-screen for procaspase-3 activator project, biochemical, absorbance, HTS, human; Caspase-7 (Homo sapiens), P55210; recombinant procaspase-7, Ac-DEVD-pNA absorbance 405 nm; D23A/D198A/D206A triple mutant, cannot self-cleave; scale: DMSO 0, 5 µM enzyme 100; activation, % at 8.5 µM; actives 0.093% (n = 330,000);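 active means percent activation above the screen-wide mean plus 3 SD, cut at about 25% in these data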
#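 Assay system: Uncleavable procaspase-7 mutant enzyme; Input: 2 µM procaspase-7 mutant as dispensed; Also added: DEVD-pNA substrate; Medium: Zinc-free HEPES pH 7.4 with 300 mM NaCl, 0.01% Triton X-100; Timing: 1 h compound preincubation, 2 h substrate cleavage, 25 °C; Measured by: Epi-absorbance of released pNA at 405 nm, two timepoints.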
# procasp3 activ: activators of human procaspase-3 D3A mutant, primary screen, biochemical, absorbance, PC-3 D3A mutant, single concentration | Caspase-3 (Homo sapiens), P42574 | recombinant procaspase-3 D3A, Ac-DEVD-pNA absorbance 405 nm | activation, % at 8.5 µM | actives 0.11% (n = 330,000) | AID 463141, 2010;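 active means activation above the mean of all tested compounds plus 3 SD, cut at about 21% in these data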;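 further: 0% = DMSO alone and 100% = DMSO wells spiked with extra 5 µM PC-3 D3A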
#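 Test system: Procaspase-3 D3A mutant; medium: Zinc-free HEPES/NaCl buffer with 0.01% Triton X-100 at pH 7.4; reagent: DEVD-pNA substrate; doses: one concentration, 8.5 µM nominal, 0.8% DMSO; times: 1 h preincubation plus 2 h reaction at 25 °C; signal: Epi-absorbance at 405 nm of released p-nitroaniline, 0 and 120 min; replicates: singlicate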
# CIT2-GFP yeast: modulators of CIT2-GFP expression in yeast, primary screen, S. cerevisiae, GFP fusion, multiplex flow cytometry, MLPCN library. GFP response vs DMSO, % at 10 µM. actives 0.065% (n = 320,000). S. cerevisiae CIT2-GFP strain, 3 h; 100 means same as DMSO wells;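 active means GFP response relative to DMSO above a set limit, near the screen mean plus 3 SD, cut at about 150% in these data; inconclusive means Fewer than 70 cells measured for a yeast strain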;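 further: ratio of well median GFP fluorescence to mean of DMSO wells on the plate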
# LAP4 TOR yeast: modulators of LAP4-GFP expression in yeast, primary screen, S. cerevisiae, multiplex flow cytometry, MLPCN library; actives 0.34% (n = 320,000); GFP response vs DMSO, % at 10 µM; 3 h; median GFP as percent of DMSO wells;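 active means GFP response vs DMSO above a set limit, about the screen mean plus 3 SD, cut at about 150% in these data; inconclusive means under 70 cell events counted for the yeast strain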
# * marks the source's active call; other numbers are inactive results; ? = inconclusive; · = no result given; [ ] = another dose, or the depositor's remark. An excerpt, so the mix of outcomes need not match the whole.
SMILES,AHR activator,MEP2 TOR yeast,RPL19A-GFP yeast,AGP1 TOR yeast,proCasp7 act,procasp3 activ,CIT2-GFP yeast,LAP4 TOR yeast
CCCC(C)n1[nH]c(=O)c2c1NC(=O)CSC2c1ccc(OC)cc1 (stereo not given),1,91,88,87,14,-5,92,89
Cc1cccc(C(O)(C(=O)NNC(=O)CN2CCN(C)CC2)c2cccc(C)c2)c1,-2,115,111,117,5,2,107,103
O=C(Cn1nc(-c2ccc(Cl)cc2)ccc1=O)N1CCC2(CC1)OCCO2,3,93,97,102,5,2,103,102
CCCCCCC(=O)c1c(O)n(-c2ccc(OC)cc2)c(=O)[nH]c1=O (tested in a mixture with another compound),-4,100,97,98,-11,-9,98,110
CC(C)CC12CN3CCN(CC(C3)/C1=N/O)C2,2,99,92,96,0,7,·,94
CN1CCN(c2ccc(F)cc2N)CC1,7,101,93,79,3,0,88,84
COCCn1cc(C(=O)N2CCC3(CC2)OCCO3)c2c3ccccc3n(C)c2c1=O,-3,102,101,107,-1,4,105,112
CCCCn1c(O)c(C=NCCN2CCCCC2)c(=O)[nH]c1=O,-1,219*[may fluoresce violet],64[may fluoresce violet],26[may fluoresce violet],-9,-7,?,72[may fluoresce violet]
Cc1cc(Cl)ccc1OCCCC(=O)NCc1cccs1,-2,98,101,94,1,1,88,99
Cc1cc(C)nc(NC2=NCCS2)n1,0,100,100,101,0,-1,104,114
COCCCN=Cc1c(O)[nH]c(=S)[nH]c1=O,0,105,99,109,10,14,105,110
NC(=O)CN1C2CCC1CC(NC(=O)C1CC1)C2 (stereo not given),2,86,86,80,-2,4,79,77
CN(C)C(=O)Oc1ccc2c(c1)O/C(=C\c1cccc(Cl)c1)C2=O,3,99,100,102,11,8,97,103
Cc1cc(C(=O)OCC(=O)Nc2ccc(F)cc2)c(C)n1C1CC1,1,110,103,90,2,4,107,118
CN1C(=O)N(C)C(=O)C2(Cc3cc([N+](=O)[O-])ccc3N(C)C2c2ccccc2)C1=O (stereo not given),6,107,107,100,5,6,98,105
Clc1cccc(N2CCNCC2)c1,-1,94,96,88,-16,7,83,102
O=C(Cc1ccccc1)N1CCN(Cc2cccnc2)CC1,10,93,98,93,-3,-8,85,95
Cc1nn(Cc2ccccc2)c(C)c1C(=O)NCc1ccccc1,-1,101,100,109,11,8,107,106
C=CCn1c(O)c(C(C)=Nc2cccc(C(=O)O)c2)c(=O)[nH]c1=O,1,98,97,102,-10,9,90,98
COc1ccc(CC2C(=O)NC(=O)N(c3ccccc3)C2=O)c(OC)c1 (stereo not given),3,95,96,96,-6,-14,94,98
N#Cc1ccc(NC(=O)CN2CCCC2)cc1Cl,-2,86,97,89,12,-1,79,78
O=[N+]([O-])[N-][n+]1cnn(Cc2ccccc2)c1,1,90,96,96,6,1,93,94
COc1cccc(C2(O)CCN(CC(=O)Nc3nc(C)cs3)CC2)c1,14,119,113,116,5,-11,124,103
CCSc1nnc([C@@H](N)Cc2ccccc2)o1,-1,104,·,104,7,2,107,102
O=C(c1ccc(-c2ccccc2)c(F)c1)C1CCCN(CCO)C1 (stereo not given),4,101,101,97,1,8,102,102
O=C(CF)NC(NC(=S)Nc1cccc([N+](=O)[O-])c1)C(Cl)(Cl)Cl (stereo not given),-1,117,107,108,3,-9,108,106
O=C(CCN1C(=O)COc2ccccc21)N1CCC2(CC1)OCCO2,-1,101,98,106,-1,5,97,101
COC(=O)C(O)(c1ccc(N(C)C(=O)OC(C)C)cc1)C(F)(F)F (stereo not given),0,99,97,103,7,9,96,96
Cc1ccc(N2C(=O)CC(=O)NC2=O)cc1Cl,7,105,102,95,-26,-23,102,89
COc1cccc(NC(=O)[C@@H](NC(=O)N2C[C@H]3C[C@@H](C2)c2cccc(=O)n2C3)C(C)C)c1,0,102,91,103,-6,9,93,103
Cc1c(C(c2ccc(F)cc2)c2c(O)c3ccccc3oc2=O)c(=O)n(-c2ccccc2)n1C (stereo not given),-1,96,102,95,4,-13,92,96
COC(=O)C1=C(c2ccc(Cl)c(C(F)(F)F)c2)C[C@@H]2CC[C@H]1N2C(=O)N1CCCC1,-1,106,99,105,9,1,107,111
CCc1cc2c(s1)N(CC(=O)OC)C(=O)CN=C2c1ccccc1OC,2,90,95,96,1,-3,94,95
COC(=O)C1C(O)CC2CCC1N2C (stereo not given),0,94,101,99,-9,1,96,104
O=C(CCC(=O)N1C[C@H]2C[C@@H](C1)c1cccc(=O)n1C2)NCc1cccc(C(F)(F)F)c1,0,106,105,107,-7,6,110,106
CCOC(=O)c1c(C)n(CC(O)CN2CCOCC2)c2cc(Br)c(OC)cc12 (stereo not given),5,96,93,96,-4,1,90,98
CN(C)N=O,-1,104,97,105,11,15,105,101
O=C1NC(=O)N(c2ccc(Cl)cc2)C(=O)/C1=C/c1coc2ccc(O)cc2c1=O,0,107,101,107,-22,-15,108,110
O=Cc1cn(Cc2c(F)cccc2Cl)nc1-c1ccccc1,4,88,95,98,-5,-9,85,123
COc1ccccc1N1CCN(Cc2cccc(Br)c2)CC1,3,105,110,111,-4,1,109,101
Clc1ccc(CO/N=C(\Cn2ccnc2)c2ccc(Cl)cc2Cl)c(Cl)c1,10,97,101,91,-7,-6,101,110
COC(=O)C1=C(c2cccc(OCc3ccccc3)c2)C[C@@H]2CC[C@H]1N2C(=O)NC1CCN(Cc2ccccc2)CC1,2,84,95,98,9,-9,103,99
Cc1oc2ccc(OC(=O)N(C)C)cc2c1C(=O)OC(C)C,26,98,99,101,2,6,108,91
CCN1CCN(Cc2ccc(OC(F)(F)F)cc2)CC1,-1,102,100,100,8,4,102,106
COc1ccc(NC(=O)c2cn(CCC#N)nc2-c2cccc(Br)c2)cc1,-2,100,104,98,-6,0,103,96
CCCOc1ccc(C(C)=O)cc1Cc1c(O)[nH]c(=S)[nH]c1=O,2,101,99,91,-8,-4,103,95
CCN1CCN(C(=O)COc2ccc(S(=O)(=O)NC(C)C)cc2)CC1,-1,105,101,107,2,1,102,100
Cc1cccc(OP(=O)(Oc2cccc(C)c2)OC(c2ccccc2)C(F)(F)F)c1 (stereo not given),6,109,106,84,-5,-2,81,90
NS(=O)(=O)c1ccc(N=Cc2c(O)n(C3CCCCC3)c(=O)n(C3CCCCC3)c2=O)cc1,-1,100,100,97,5,6,101,97
CN1CCC2(CC1)N=C(c1ccc(F)cc1)C(=S)N2,0,96,100,101,4,11,97,94
Cc1ccc(-n2c(C)nc3ccccc3c2=O)c(C)c1,-2,96,95,103,7,-5,104,108
CCOc1ccc(-n2c(O)c(C=NCCN3CCNCC3)c(=O)[nH]c2=O)cc1,1,103,97,97,5,-7,95,94
Cc1cc(C)nc(NS(=O)(=O)c2ccc(N=Cc3c(O)n(C)c(=O)n(C)c3=O)cc2)n1,-3,101,99,106,-4,-4,106,106
COC(=O)C(O)(c1ccc(N(C)C(=O)c2ccc(Cl)c(Cl)c2)cc1)C(F)(F)F (stereo not given),20,110,103,100,5,-1,99,98
CSc1ccc(CN2CCN(Cc3ccccc3Cl)CC2)cc1,-2,104,101,103,-2,-2,104,98
Cc1cc(OCC(=O)OC(C)(C)C)c2c3c(c(=O)oc2c1)CCC3,6,98,97,98,-10,-1,89,96
C[C@]12CC[C@H](N)CC1=CCC1C2CC[C@@]2(C)C1CC[C@@H]2O (stereo not given in full),-1,105,101,98,-6,-5,90,115
O=C(Cn1ncc2ccsc2c1=O)N1CCC2(CC1)OCCO2,-2,108,102,106,2,0,107,107
CN1CCN(c2ccc(NC(=O)Oc3ccccc3)cc2)CC1,1,100,100,98,5,-3,96,99
CC(=O)Nc1cc(C(=O)N2CCC3(CC2)OCCO3)ccc1S(=O)(=O)c1ccc(C)cc1,2,96,94,98,-1,1,103,99
COc1ccc(NS(=O)(=O)c2ccc(OCC(=O)N3CCN(C)CC3)cc2)cc1Cl,-2,107,104,101,2,-8,109,96

# Filtered by structure, the compounds so far containing four or more nitrogen atoms (eleven)
SMILES,AHR activator,MEP2 TOR yeast,RPL19A-GFP yeast,AGP1 TOR yeast,proCasp7 act,procasp3 activ,CIT2-GFP yeast,LAP4 TOR yeast
Cc1cccc(C(O)(C(=O)NNC(=O)CN2CCN(C)CC2)c2cccc(C)c2)c1,-2,115,111,117,5,2,107,103
CCCCn1c(O)c(C=NCCN2CCCCC2)c(=O)[nH]c1=O,-1,219*[may fluoresce violet],64[may fluoresce violet],26[may fluoresce violet],-9,-7,?,72[may fluoresce violet]
Cc1cc(C)nc(NC2=NCCS2)n1,0,100,100,101,0,-1,104,114
CN1C(=O)N(C)C(=O)C2(Cc3cc([N+](=O)[O-])ccc3N(C)C2c2ccccc2)C1=O (stereo not given),6,107,107,100,5,6,98,105
O=[N+]([O-])[N-][n+]1cnn(Cc2ccccc2)c1,1,90,96,96,6,1,93,94
O=C(CF)NC(NC(=S)Nc1cccc([N+](=O)[O-])c1)C(Cl)(Cl)Cl (stereo not given),-1,117,107,108,3,-9,108,106
COc1cccc(NC(=O)[C@@H](NC(=O)N2C[C@H]3C[C@@H](C2)c2cccc(=O)n2C3)C(C)C)c1,0,102,91,103,-6,9,93,103
COc1ccc(NC(=O)c2cn(CCC#N)nc2-c2cccc(Br)c2)cc1,-2,100,104,98,-6,0,103,96
NS(=O)(=O)c1ccc(N=Cc2c(O)n(C3CCCCC3)c(=O)n(C3CCCCC3)c2=O)cc1,-1,100,100,97,5,6,101,97
CCOc1ccc(-n2c(O)c(C=NCCN3CCNCC3)c(=O)[nH]c2=O)cc1,1,103,97,97,5,-7,95,94
Cc1cc(C)nc(NS(=O)(=O)c2ccc(N=Cc3c(O)n(C)c(=O)n(C)c3=O)cc2)n1,-3,101,99,106,-4,-4,106,106
